Screening results from PubChem BioAssay.
NPR2 activator: GC-B (human) receptor activation | P20594 | HEK293-GC-B cells, CNP EC30, cGMP TR-FRET; 0% at EC30 CNP, 100% saturating CNP | activation, % at 10 µM | hit rate 0.11% among 370,000 | AID 1920062;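 active = activation at 10 µM reaching about 35% in either raw or pattern-adjusted values, limit read from the data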
Target sequence (P20594 whole entry, looked up): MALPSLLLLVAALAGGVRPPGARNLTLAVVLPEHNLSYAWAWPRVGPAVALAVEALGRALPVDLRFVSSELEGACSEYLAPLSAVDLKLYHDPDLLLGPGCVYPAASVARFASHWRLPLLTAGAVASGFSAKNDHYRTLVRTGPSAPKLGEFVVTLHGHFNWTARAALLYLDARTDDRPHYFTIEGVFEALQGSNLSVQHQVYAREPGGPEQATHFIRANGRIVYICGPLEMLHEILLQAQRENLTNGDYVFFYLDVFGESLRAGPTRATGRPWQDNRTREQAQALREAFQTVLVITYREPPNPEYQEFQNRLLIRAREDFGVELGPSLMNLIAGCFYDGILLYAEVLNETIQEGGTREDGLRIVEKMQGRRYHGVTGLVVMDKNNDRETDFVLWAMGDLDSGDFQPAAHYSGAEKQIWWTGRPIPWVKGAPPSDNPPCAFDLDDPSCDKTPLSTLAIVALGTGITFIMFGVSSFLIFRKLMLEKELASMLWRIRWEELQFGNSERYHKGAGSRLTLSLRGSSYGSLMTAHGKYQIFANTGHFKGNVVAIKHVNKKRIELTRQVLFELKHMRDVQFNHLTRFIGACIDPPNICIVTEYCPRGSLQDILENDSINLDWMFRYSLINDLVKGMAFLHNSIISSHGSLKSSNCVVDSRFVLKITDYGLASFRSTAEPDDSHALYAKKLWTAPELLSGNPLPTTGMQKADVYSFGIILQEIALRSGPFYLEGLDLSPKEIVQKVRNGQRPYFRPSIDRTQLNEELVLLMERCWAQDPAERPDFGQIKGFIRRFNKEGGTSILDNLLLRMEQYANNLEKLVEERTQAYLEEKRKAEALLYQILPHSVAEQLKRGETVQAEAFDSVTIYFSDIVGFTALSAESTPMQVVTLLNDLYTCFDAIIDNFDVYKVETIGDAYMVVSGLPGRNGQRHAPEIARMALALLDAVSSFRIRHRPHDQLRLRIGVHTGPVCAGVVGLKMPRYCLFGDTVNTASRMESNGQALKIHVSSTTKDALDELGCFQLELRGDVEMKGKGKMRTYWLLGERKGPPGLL
SIAE inh: human SIAE inhibition, primary screen | hit rate 0.69% among 370,000 | inhibition, % at 9.66 µM | AID 1053197 | Q9HAT2 | SIAE FP-Rh probe binding, fluorescence polarization;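 active = inhibition above a cutoff: mean of compounds within the control limits plus 3 SD of those, cut at about 17% in these data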;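 note: 0% = plate median of compound wells and 100% = probe without SIAE protein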
ABHD4 inh: inhibits mouse alpha/beta hydrolase domain 4; hit rate 0.54% among 370,000; purified mABHD4, FP-Rh probe fluorescence polarization; Q8VD66; AID 720543; inhibition, % at 8.92 µM;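 active = inhibition exceeding the mean over every tested compound plus 3 SD, cut at about 30% in these data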;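 note: 0% = plate median of compound wells and 100% = S159A mutant with DMSO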
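assay system = mABHD4 protein | compound dosing = single nominal dose of 8.92 µM, 0.89% DMSO final | read-out basis = percent inhibition of probe binding, normalized to plate controls | schedule = Enzyme–compound pre-incubation 45 min, then probe 60 min, both 25 °C | detection = fluorescence polarization, excitation 525 nm, emission 598 nm, BODIPY TMR filters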
HTRA1 inhibitor: HTRA1 (human) protease inhibition. Q92743. inhibition, % at 5.96 µM. hit rate 0.5% among 340,000. recombinant HTRA1, FP-rhodamine activity-based probe, fluorescence polarization; in the data active = inhibition above about 36%;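 note: 0% = enzyme with DMSO and 100% = wells lacking enzyme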
MBD2 DNA inh: blocks human MBD2 binding to methylated DNA | inhibition, % at 4.4 µM | hit rate 0.31% among 370,000 | TR-FRET, MBD2 binding to methylated oligonucleotide | AID 686964; in the data active = inhibition above about 13%
TDP2 inh: TDP2 (human) inhibition, absorbance primary screen; O95551; AID 720702; hit rate 0.34% among 370,000; inhibition, % at 12.8 µM; recombinant TDP2, T5PNP hydrolysis, p-nitrophenol absorbance 415 nm;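 active = inhibition above the mean of all tested compounds plus 3 SD, set per campaign, cut at about 25% in these data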;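 note: 0% = DMSO with enzyme and 100% = buffer with substrate but no TDP2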
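Material: recombinant human TDP2; quantity: TDP2 enzyme at 120 nM final; medium: Tris-HCl pH 7.5 with MgCl2; compound: single concentration, 12.8 µM nominal, with 1% DMSO; incubation: 2 h enzyme incubation at 37 °C; signal: epi absorbance; measure: percent inhibition; benchmarks: high control without enzyme, low control DMSO plus TDP2; repeats: singlicate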
rCAG binder: molecules binding r(CAG) RNA repeats | AID 651821 | r(CAG) RNA repeat, TO-PRO-1 dye displacement fluorescence | hit rate 1.3% among 370,000 | inhibition, % at 3 µM;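 active = inhibition above the plate cutoff, the mean of all test compounds on that plate plus 3 SD, cut at about 35% in these data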;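 note: 0% = DMSO alone and 100% = 100 µM mitoxantrone as full dye displacement; higher means more dye released from RNA so lower well fluorescence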
PRMT1 inh: inhibitors of human PRMT1; AID 652257; Q99873; recombinant PRMT1, activity-based probe fluorescence polarization; hit rate 1.3% among 370,000; inhibition, % at 2.79 µM;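 active = inhibition above about 21% made by adding two undisclosed values, limit read from the data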
TCR-CD3 inh: human TCR-CD3 binding inhibition; TAMRA-labeled TCR probe fluorescence, biochemical; inhibition, % at 9.4 µM; AID 651800; hit rate 0.37% among 360,000; in the data active = inhibition above about 19%;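 note: recombinant mutant TCR 2C K166C tagged with TAMRA read by polarization; 0% = receptor in buffer alone and 100% = receptor with positive control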
LEDGF integ inh: blocks HIV-1 LEDGF/p75-dependent DNA integration; AID 743269; inhibition, % at 3.7 µM; hit rate 0.64% among 370,000; TR-FRET IN-LEDGF/p75 DNA integration, Eu/Cy5;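 active = inhibition above the screen-wide mean plus 3 SD, cut at about 13% in these data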;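 note: signal is the Cy5 over europium emission ratio at 671 and 618 nm; 0% = plate median of compound wells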
Starred values were filed as active, the others as inactive; nt = not tested or not shown. An excerpt; the hit share may differ from the screen's.

Values run as follows: NPR2 activator	SIAE inh	ABHD4 inh	HTRA1 inhibitor	MBD2 DNA inh	TDP2 inh	rCAG binder	PRMT1 inh	TCR-CD3 inh	LEDGF integ inh
- COc1ccc(N(C(=O)C2CCCCC2)C2C=CS(=O)(=O)C2)c(OC)c1 (stereo unspecified)
    -23	11	4	-8	-2	2	-7	-1	3	-2
- O=C(COc1ccccc1)N[C@@H]1c2ccccc2CC[C@H]1OCc1ccccc1
    -6	-14	-19	-33	6	-3	3	1	5	2
- CC(C)=CCC[C@H](C)C[C@@H]1Cc2[nH][nH]c(=O)c2[C@H](c2ccc(F)cc2)O1
    5	-2	2	nt	-4	1	6	2	1	2
- Cc1ccc(NC(=O)CSc2nc3c(cc2C#N)C(=O)CCC3)cc1S(=O)(=O)N(C)C
    -1	2	3	-4	-2	7	8	0	8	0
- O=S(=O)(Cc1ccccc1)N1CCN(Cc2ccccc2)CC1
    3	-5	0	6	3	4	-4	-1	7	0
- C/C(N)=C(/C#N)C(=O)CSc1nc2scc(-c3ccc(F)cc3)c2c(=O)n1C
    -3	-4	-1	-6	-1	10	5	-1	7	4
- COc1ccc(N2C(=O)CC(Cc3ccccc3OC)C2=O)cc1 (stereo unspecified)
    1	-2	-10	4	9	-16	-4	8	0	-4
- CCCCCN(C(=O)COC(=O)CSc1ccc([N+](=O)[O-])cc1)c1c(N)n(CCCC)c(=O)[nH]c1=O
    1	0	2	-6	0	-8	-1	-1	-11	-3
- COC(=O)C1=C[C@@H](C(=O)OC)[C@@H]2C3=C(C(=O)[C@]2(C)NC(=O)c2ccccc2)[C@H](C)n2c(=O)n(-c4ccccc4)c(=O)n2[C@@H]3C1
    7	-1	11	-5	-4	2	-3	-3	9	-1
- CCCNc1nc2c(c(=O)n(C)c(=O)n2C)n1CCC(C)C
    0	2	4	4	2	-6	-2	0	-4	-1
- O=C(CCc1n[nH]c(=O)[nH]c1=O)N1CCCCC1
    10	1	3	1	0	1	0	0	0	-6
- Cc1onc(-c2c(F)cccc2Cl)c1C(=O)Nc1ccccc1N1CCOCC1
    -9	0	-3	1	4	-3	-8	-1	2	-2
- COc1cccc(C(=O)Nc2cccc3ccccc23)c1OC
    8	1	-6	-7	6	-3	1	2	-13	-3
- O=C(Cc1ccccc1)NNC(=O)Nc1ccc(Cl)c(Cl)c1
    6	0	0	-7	-2	-4	2	1	-5	-5
- O=C(NCC(c1cccnc1)N1CCN(c2ccccc2F)CC1)c1ccco1 (stereo unspecified)
    0	2	-3	-2	2	5	3	6	-7	5

Continued, starting with the last 2 of the part before.
Values run as follows: NPR2 activator	SIAE inh	ABHD4 inh	HTRA1 inhibitor	MBD2 DNA inh	TDP2 inh	rCAG binder	PRMT1 inh	TCR-CD3 inh	LEDGF integ inh
- O=C(Cc1ccccc1)NNC(=O)Nc1ccc(Cl)c(Cl)c1
    6	0	0	-7	-2	-4	2	1	-5	-5
- O=C(NCC(c1cccnc1)N1CCN(c2ccccc2F)CC1)c1ccco1 (stereo unspecified)
    0	2	-3	-2	2	5	3	6	-7	5
- C=CCN1C(=O)/C(=C\C(C)=C\c2ccccc2)SC1=S
    2	-3	1	-15	1	16	1	-2	-1	-1
- Cc1cc(C)cc(NC(=O)NCc2c(-c3ccccc3)noc2C)c1
    -4	0	-4	6	-6	8	4	-5	6	3
- O=C(O)c1ccc(Cn2cnc3cccnc32)cc1
    4	4	7	2	1	3	-1	2	6	1
- COc1ccc(NC2CCCN(C(=O)CCN3CCCC3=O)C2)cc1OC (stereo unspecified)
    2	10	-1	2	-1	1	-3	5	4	-3
- CCOC(=O)c1cn2nc(-c3ccc(OC)cc3)cc2nc1C1CCN(C(=O)OC(C)(C)C)CC1
    1	-6	-10	3	-4	-19	7	-1	-6	0
- Cn1ncc(=S)[nH]c1=S
    -3	5	4	6	1	6	0	0	2	1
- CC(=O)c1cc(CN2CCN(CC=C(C)C)C(CCO)C2)cs1 (stereo unspecified)
    -3	0	-1	-1	-5	9	-3	1	8	2
- C=C(C)Cc1c(C)c(C#N)c2nc3ccccc3n2c1N1CCCCC1
    -4	1	4	-6	0	6	-1	0	-1	-1
- CC(C)CCC(=O)Nc1cc(S(=O)(=O)N2CCOCC2)ccc1N1CCCC1
    1	4	2	-1	0	3	-2	0	-2	-1
- COc1cccc(CNC(=O)CCNS(=O)(=O)c2ccc(Br)s2)c1
    3	-4	3	-4	-4	1	-2	2	-8	-8
- COC(=O)N/N=C/C1=CCC2CC1C2(C)C (stereo unspecified)
    0	-3	-4	-2	3	2	-5	-4	6	1
- CN(Cc1nc(-c2ccccc2)no1)C(=O)c1ccc2c(c1)OCO2
    1	1	3	-8	0	5	-5	1	2	-2
- C[C@H]1CN=C(Nc2ccccc2)N1CCc1ccccc1
    -2	1	3	1	3	-13	0	0	7	4
- COCCn1c(SCC(=O)NCCCN2CCCC2=O)nc2ccccc2c1=O
    -5	0	1	-4	2	-5	0	-2	5	-1
- Cc1cccc(N2CCN(C(=O)Cn3nc(C)n4cccc4c3=O)CC2C)c1 (stereo unspecified)
    7	-2	-1	-2	0	1	0	-2	4	-1

Looked up above:
In PRMT1 inh, CCCCCN(C(=O)COC(=O)CSc1ccc([N+](=O)[O-])cc1)c1c(N)n(CCCC)c(=O)[nH]c1=O has the entry -1
In rCAG binder, CCCNc1nc2c(c(=O)n(C)c(=O)n2C)n1CCC(C)C has the entry -2

Molecules listed so far with a thiophene ring, fused or not:
Values run as follows: NPR2 activator	SIAE inh	ABHD4 inh	HTRA1 inhibitor	MBD2 DNA inh	TDP2 inh	rCAG binder	PRMT1 inh	TCR-CD3 inh	LEDGF integ inh
- C/C(N)=C(/C#N)C(=O)CSc1nc2scc(-c3ccc(F)cc3)c2c(=O)n1C
    -3	-4	-1	-6	-1	10	5	-1	7	4
- CC(=O)c1cc(CN2CCN(CC=C(C)C)C(CCO)C2)cs1 (stereo unspecified)
    -3	0	-1	-1	-5	9	-3	1	8	2
- COc1cccc(CNC(=O)CCNS(=O)(=O)c2ccc(Br)s2)c1
    3	-4	3	-4	-4	1	-2	2	-8	-8

(listing goes on)
Values run as follows: NPR2 activator	SIAE inh	ABHD4 inh	HTRA1 inhibitor	MBD2 DNA inh	TDP2 inh	rCAG binder	PRMT1 inh	TCR-CD3 inh	LEDGF integ inh
- COc1ccc(Cl)cc1S(=O)(=O)NC(C)C(=O)NCCN1CCOCC1 (stereo unspecified)
    -5	1	2	-2	0	12	4	4	0	1
- Cc1ccc(C(=O)Nc2ccncc2)cc1S(=O)(=O)N1CCOCC1
    1	4	5	-3	-4	-9	-4	-1	-7	-2
- C=CCn1c(SCC(=O)Nc2cc(C)on2)nnc1-c1ccccc1OC
    2	5	1	3	5	-5	0	1	-5	-1
- Cc1cccc(N=N/C(=C\O)C(=O)c2cccs2)c1
    3	5	-8	-37	1	-3	10	-1	-1	3
- CCN1C(=S)SC(=O)C1=C1C=C(C)N(Cc2ccco2)C(C)=C1
    2	2	13	3	-6	8	4	-3	-1	-3
- Cc1cc(C(=O)N/N=C/C=C/c2ccccc2[N+](=O)[O-])c(C)o1
    0	5	1	-3	-1	-10	0	1	1	1
- Cc1ccc(-c2cccc(CN3CCN(C(C)C)C(CCO)C3)c2)o1 (stereo unspecified)
    -5	2	-4	8	-1	-17	-3	7	0	-4
- O=C(Oc1ccc(Br)cc1C(=S)N1CCOCC1)c1ccccc1
    0	1	2	-8	2	-7	1	5	3	-1
- O=C(O)C1=C[C@H](c2ccc3c(c2)OCO3)C[C@H](OCCCCO)O1
    -1	3	1	-2	0	0	4	0	11	-1
- Cc1onc(-c2ccccc2)c1C(=O)Nc1nc(-c2ccc(F)c(F)c2)cs1
    3	-7	-20	-12	1	5	0	-1	7	-2
- C#CCN1CC(N(C)CCOC(=O)c2ccc(C(C)(C)C)cc2)CS1(=O)=O (stereo unspecified)
    0	4	6	nt	7	5	0	6	nt	-6
- COC1OC2COC(c3ccccc3)OC2C(NC(C)=O)C1OC(C)=O (stereo unspecified)
    0	-7	-9	6	-8	-8	1	-4	6	2
- O=C(NCCc1ccccc1)c1ccnc(/C=N/O)c1
    0	-1	-4	4	-8	-22	2	-2	6	5
- CCn1c(CC(=O)Nc2ccccc2F)nnc1SCC(=O)Nc1nncs1
    3	0	2	2	-2	-4	1	-7	2	2
- Cc1onc(-c2ccccc2)c1C(=O)OCC(=O)NCc1ccc(F)cc1
    -3	1	-6	-9	1	5	0	-3	4	1

Further results follow.
Values run as follows: NPR2 activator	SIAE inh	ABHD4 inh	HTRA1 inhibitor	MBD2 DNA inh	TDP2 inh	rCAG binder	PRMT1 inh	TCR-CD3 inh	LEDGF integ inh
- Cc1noc(C)c1COc1ccccc1C(=O)NCCc1ccc(F)cc1
    0	-2	4	-6	5	0	-11	1	-1	-2
- O=C(CSc1ccc(-c2ccccn2)nn1)Nc1cccc(F)c1
    7	-3	1	19	-1	10	-3	-4	0	-1
- CCOc1cc(/C=N/NC(=O)Cc2ccc(C(F)(F)F)cc2[N+](=O)[O-])ccc1O
    7	10	-2	0	-1	4	-5	-1	0	0
- CC(C)Cc1ccc(C(C)C(=O)Nc2ccc(O)cc2)cc1 (stereo unspecified)
    -2	-11	-23	-2	9	-2	-1	1	-8	2
- CCN1C(=O)CC(SC2CC(=O)N(CC)C2=O)C1=O (stereo unspecified)
    1	6	10	-3	0	-9	1	33*	-5	-7
- CS(=O)(=O)c1cccc(C(=O)Nc2ccc(-c3nc4ccccc4[nH]3)cc2)c1
    3	-22	-13	-21	0	-3	10	3	2	-1
- CCCC(C(=O)Nc1ccc(S(=O)(=O)N2CCCC2)cc1)c1ccccc1 (stereo unspecified)
    0	-16	-11	-32	0	-4	5	1	6	2

A draw from above in order of count of non-hydrogen atoms, falling:
Values run as follows: NPR2 activator	SIAE inh	ABHD4 inh	HTRA1 inhibitor	MBD2 DNA inh	TDP2 inh	rCAG binder	PRMT1 inh	TCR-CD3 inh	LEDGF integ inh
- Cc1ccc(NC(=O)CSc2nc3c(cc2C#N)C(=O)CCC3)cc1S(=O)(=O)N(C)C
    -1	2	3	-4	-2	7	8	0	8	0
- Cc1onc(-c2c(F)cccc2Cl)c1C(=O)Nc1ccccc1N1CCOCC1
    -9	0	-3	1	4	-3	-8	-1	2	-2
- CCn1c(CC(=O)Nc2ccccc2F)nnc1SCC(=O)Nc1nncs1
    3	0	2	2	-2	-4	1	-7	2	2
- Cc1ccc(C(=O)Nc2ccncc2)cc1S(=O)(=O)N1CCOCC1
    1	4	5	-3	-4	-9	-4	-1	-7	-2
- CC(=O)c1cc(CN2CCN(CC=C(C)C)C(CCO)C2)cs1 (stereo unspecified)
    -3	0	-1	-1	-5	9	-3	1	8	2
- O=C(CCc1n[nH]c(=O)[nH]c1=O)N1CCCCC1
    10	1	3	1	0	1	0	0	0	-6
